# SENP8 block = human SENP8 protease inhibitors, primary screen, biochemical, fluorescence, Nedd8 protein substrate, uHTS; Sentrin-specific protease 8 (Homo sapiens), Q96LD8; recombinant SENP8; inhibition, % at 20 µM; 360,000 tested, 0.64% active; AID 602440, 2012; in the data active means inhibition mostly above about 40%, no sharp cut-off; inactive means mostly below about 27%
# Target sequence (Q96LD8 whole entry, looked up): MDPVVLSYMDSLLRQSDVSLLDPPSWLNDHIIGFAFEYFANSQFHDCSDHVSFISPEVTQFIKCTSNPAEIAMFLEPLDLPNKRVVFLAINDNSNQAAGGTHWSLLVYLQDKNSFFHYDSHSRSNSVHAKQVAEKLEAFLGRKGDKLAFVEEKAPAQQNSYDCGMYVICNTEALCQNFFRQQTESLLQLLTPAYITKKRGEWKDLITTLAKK
# ATG4B inhibitor = ATG4B protease inhibitors, primary screen, biochemical, fluorescence, uHTS | Cysteine protease ATG4B (Homo sapiens), Q9Y4P1 | ATG4B cleavage of LC3-PLA2, NBD-HPC fluorescence, 1 h | inhibition, % at 8.33 µM | 340,000 tested, 0.51% active; in the data active means inhibition above about 40%
# Target sequence (Q9Y4P1 whole entry, looked up): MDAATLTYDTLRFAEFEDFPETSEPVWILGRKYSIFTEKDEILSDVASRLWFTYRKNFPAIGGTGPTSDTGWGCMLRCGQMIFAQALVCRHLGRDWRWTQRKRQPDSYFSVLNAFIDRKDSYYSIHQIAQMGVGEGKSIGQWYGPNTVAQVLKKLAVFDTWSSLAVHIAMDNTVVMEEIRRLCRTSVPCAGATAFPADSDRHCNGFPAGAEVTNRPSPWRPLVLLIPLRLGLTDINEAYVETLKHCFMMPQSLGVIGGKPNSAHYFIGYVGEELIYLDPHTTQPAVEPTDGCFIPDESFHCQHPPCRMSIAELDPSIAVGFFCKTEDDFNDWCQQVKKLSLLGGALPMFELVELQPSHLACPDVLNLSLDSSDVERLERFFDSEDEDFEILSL
# PfG6PD inh = PfG6PD enzyme inhibitors, primary screen, biochemical, fluorescence intensity, uHTS | glucose-6-phosphate dehydrogenase-6-phosphogluconolactonase (Plasmodium falciparum 3D7) | PfGluPho enzyme, NADPH resazurin-diaphorase fluorescence | inhibition, % at 20 µM | 350,000 tested, 0.78% active | AID 504690, 2011;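 active means inhibition reaching at least a set limit at 20 µM in the primary screen, cut at about 59% in these data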;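 further: 0% = DMSO wells with substrate and 100% = DMSO wells lacking glucose-6-phosphate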
# SENP1 FRET inh = human SENP1 catalytic domain inhibitors, primary screen, biochemical, FRET, uHTS; Sentrin-specific protease 1 (Homo sapiens), Q9P0U3; recombinant SENP1 catalytic domain, CyPet-SUMO1-YPet FRET cleavage; inhibition, % at 10 µM; 360,000 tested, 0.21% active; AID 624204, 2012;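 active means inhibition at least 30% at 10 µM, raw YFP signal under a set limit, fluorescence ratio 0.5 to 1.5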;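 further: 0% = enzyme with DMSO and 100% = no enzyme wells; some results filed as inactive read as strong as hits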
#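 Material: hSENP1 catalytic domain, recombinant; medium: Tris pH 8 with BME, BSA, NP40 and catalase; compound: single concentration of 10 µM compound, 0.5% DMSO final; technique: FRET read of cyan and yellow fluorescence; timing: 50 min enzyme reaction, room temperature, light-protected; reagent: SFCypet-SUMO1-SFYpet substrate at 25 nM; control set: no-enzyme low, enzyme-DMSO high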
# MPTP block = mitochondrial permeability transition pore inhibitors, primary screen, biochemical, isolated mouse mitochondria, absorbance; 360,000 tested, 1.4% active; inhibition, % at 10 µM; Ca2+ swelling absorbance, 30 min;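 active means inhibition of 50% or more, scaled per plate between neutral and stimulator controls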;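 further: 0% = DMSO wells given calcium and 100% = 1 mM EGTA wells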
# NR3A LBD binder = binders of NR3A ligand-binding domain, primary screen, biophysical, differential scanning fluorimetry, uHTS. NR3A LBD differential scanning fluorimetry, Tm shift; 0% = protein alone, 100% = glycine-bound protein. Glutamate receptor ionotropic, NMDA 3A (GRIN3A) ligand-binding domain. Tm shift relative to glycine control, % at 25 µM. 340,000 tested, 2.5% active. AID 1259313, 2017;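 active means melting temperature shift of at least 10% of the positive control shift, at one fixed dose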
# hIAP act = human IAP activators, primary screen, biochemical, luminescence, uHTS; Intestinal-type alkaline phosphatase (Homo sapiens), P09923; purified human IAP, CDP-Star luminescence, 30 min; active compounds read high; 1 = vehicle-only enzyme, 0 = enzyme-free background; activation factor at 10 µM; 330,000 tested, 0.16% active; AID 2524, 2010;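 active means activation factor of the enzyme at least 2-fold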; further: the source names both 10 and 20 µM as test concentration; values of inactives mirror those of a sister screen read the other way
# SENP6 inh = SENP6 protease inhibitors, primary screen, biochemical, luminescence, uHTS; 330,000 tested, 1.8% active; AID 2599, 2010; Recombinant SENP6 catalytic domain, aminoluciferin luminescence; inhibition, % at 10 µM; Sentrin-specific protease 6 (Homo sapiens), Q9GZR1;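 active means inhibition above about 50% at the single tested dose, limit read from the data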;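 further: plate controls were DMSO wells with enzyme for no effect and DMSO wells lacking enzyme for full effect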
# Target sequence (Q9GZR1 628-1112 limits assumed): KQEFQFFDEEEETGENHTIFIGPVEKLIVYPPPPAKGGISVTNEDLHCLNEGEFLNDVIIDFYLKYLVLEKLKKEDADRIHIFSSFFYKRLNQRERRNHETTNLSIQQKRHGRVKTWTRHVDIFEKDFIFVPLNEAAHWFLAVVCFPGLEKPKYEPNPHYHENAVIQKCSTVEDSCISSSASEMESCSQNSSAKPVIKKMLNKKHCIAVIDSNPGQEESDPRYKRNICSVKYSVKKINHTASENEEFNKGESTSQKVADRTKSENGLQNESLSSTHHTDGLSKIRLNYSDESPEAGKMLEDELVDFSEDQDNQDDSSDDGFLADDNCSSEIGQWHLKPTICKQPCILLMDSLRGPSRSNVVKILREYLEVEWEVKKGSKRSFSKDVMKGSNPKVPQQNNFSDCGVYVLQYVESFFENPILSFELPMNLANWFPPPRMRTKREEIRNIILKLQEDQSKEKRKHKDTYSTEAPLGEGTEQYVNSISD
# * marks the source's active call; other numbers are inactive results; nt = not tested or not shown. Random draw from the library. Share with any hit: about 6.7%.
SMILES,SENP8 block,ATG4B inhibitor,PfG6PD inh,SENP1 FRET inh,MPTP block,NR3A LBD binder,hIAP act,SENP6 inh
O=C1NCCCC1C(=O)N/N=C/c1cccc(Cl)c1 (stereo not drawn),20,2,-16,1,-0.9,3,0.91,-31
COc1cc(NC(=O)c2ccccc2)c(OC)cc1NC(=O)Cc1ccc(Br)cc1,13,7,4,-3,-0.8,-1,0.96,11
COc1ccc(OC)c2c1cc(C(=O)N[C@@H](Cc1ccccc1)C(=O)O)n2C,-248,5,-24,0,-0.3,-1,0.93,11
COc1ccc(CCNC(=O)C2=CCN(S(=O)(=O)c3ccc(F)cc3)CC2)cc1OC,12,-2,3,5,-0.1,2,1.1,-4
O=C(CSC1=NS(=O)(=O)c2ccccc21)Nc1ccccc1,11,0,38,3,-1.2,-2,1,-6
CCOC(=O)c1[nH]c(C)c(C(=O)NCc2ccc(OC)cc2)c1C,12,6,6,-2,-1.1,-2,0.84,-6
COC(=O)N/N=C(\C)c1ccc2ccccc2c1OC(F)F,2,-4,-3,1,0.3,1,1.1,-7
O=C(CCn1nc(-c2ccc(Cl)cc2)ccc1=O)N1CCN(c2ccccc2)CC1,3,-8,-3,1,-0.1,1,0.91,-23
O=C(CN1C(=O)c2ccccc2C1=O)NCCc1c[nH]c2ccccc12,8,36,11,1,-0.1,2,0.9,-18
CC(C)=CCC[C@](C)(O[C@@H]1O[C@H](CO[C@@H]2O[C@H](CO)[C@@H](O)[C@H](O)[C@H]2O)[C@@H](O)[C@H](O)[C@H]1O)C1CC[C@]2(C)C1C(=O)CC1[C@@]3(C)CC[C@H](O[C@H]4O[C@@H](CO)[C@H](O)[C@@H](O)[C@@H]4O)C(C)(C)C3CC[C@]12C (stereo partly drawn),5,-12,10,0,-1.7,-3,1,8
CSC1=C(C#N)C(c2ccc3c(c2)OCO3)C2=C(CCCC2=O)N1 (stereo not drawn),-84,-18,7,-1,0.0,0,0.88,-23
CCC(=O)N1c2ccc(S(=O)(=O)N3CCN(c4cc(C)ccc4C)CC3)cc2CC1C (stereo not drawn),19,2,8,-3,-1.8,-2,0.83,15
COCC(C)NCc1cc(Br)ccc1OC (stereo not drawn),6,-8,15,0,1.1,-1,0.95,-2
CC1CN(Cc2nc3c(c(=O)n(C)c(=O)n3C)n2CCCO)CC(C)O1 (stereo not drawn),13,3,-19,-1,-0.6,3,0.89,-3
CCCCN(C)C(=O)c1cc2cc([N+](=O)[O-])cc(OC)c2oc1=O,11,9,-16,4,0.6,-1,0.94,-17
O=C(CSc1nnc(-c2ccco2)n1Cc1ccco1)NCc1cccs1,20,-9,-2,0,-0.5,2,0.95,5
COCCn1c(SCC(=O)NCc2ccc3c(c2)OCO3)nnc1-c1c[nH]c2ccccc12,6,-19,9,0,-0.4,1,0.85,-6
COc1ccc(CCNC(=O)N[C@@H](Cc2ccccc2)C(=O)O)cc1,12,-5,8,0,0.2,8,1.1,5
CCCNC(=O)C1CN(S(=O)(=O)c2ccc(C)cc2)c2ccccc2O1 (stereo not drawn),6,0,9,-2,0.4,5,0.77,-17
Cc1nnc(SCC(=O)N/N=C/c2cc(Cl)c(O)c(Cl)c2)s1,-50,-3,8,-9,-0.4,-1,0.92,6
O=C(/C=C/c1ccc(Br)o1)Nc1nccs1,-32,4,4,-15,0.6,-5,1.1,4
O=C(CCS(=O)(=O)c1ccc2c(c1)NC(=O)CS2)NCc1cccs1,4,-7,-6,7,-1.6,2,0.97,7
COc1ccc([C@H]2C[C@@H](O)[C@H](n3cc(-c4ccc(F)cc4)nn3)CN2CC2CCCCC2)cc1,14,nt,-1,0,-1.9,nt,nt,nt
COc1cc(CN(C(=O)c2ccco2)C2CCS(=O)(=O)C2)cc(OC)c1OC (stereo not drawn),20,6,4,-1,-0.9,1,0.89,-9
N#CC1=C(N)Oc2ccccc2C12C(=O)Nc1n[nH]c(-c3ccccc3)c12 (stereo not drawn),15,0,1,3,1.4,0,1.2,-12

# Reprinted from the part before: 5 entries, followed by the next part.
SMILES,SENP8 block,ATG4B inhibitor,PfG6PD inh,SENP1 FRET inh,MPTP block,NR3A LBD binder,hIAP act,SENP6 inh
O=C(/C=C/c1ccc(Br)o1)Nc1nccs1,-32,4,4,-15,0.6,-5,1.1,4
O=C(CCS(=O)(=O)c1ccc2c(c1)NC(=O)CS2)NCc1cccs1,4,-7,-6,7,-1.6,2,0.97,7
COc1ccc([C@H]2C[C@@H](O)[C@H](n3cc(-c4ccc(F)cc4)nn3)CN2CC2CCCCC2)cc1,14,nt,-1,0,-1.9,nt,nt,nt
COc1cc(CN(C(=O)c2ccco2)C2CCS(=O)(=O)C2)cc(OC)c1OC (stereo not drawn),20,6,4,-1,-0.9,1,0.89,-9
N#CC1=C(N)Oc2ccccc2C12C(=O)Nc1n[nH]c(-c3ccccc3)c12 (stereo not drawn),15,0,1,3,1.4,0,1.2,-12
CCCCCOc1ccc(NC(=O)C(=O)NCCC2=CCCCC2)cc1,6,1,-11,2,-8.5,-1,0.95,-16
COc1ccc(C(=O)OCC(=O)c2ccc3[nH]c(=O)[nH]c3c2)c(OC)c1OC,-12,-6,12,-2,-0.2,3,1,4
O=C(Nc1ccc2c(c1)OCCO2)C1CCCN1C(=O)Nc1ccc(F)cc1 (stereo not drawn),2,-8,-1,2,-0.8,1,1.1,-22
CC(=O)Nc1ccc(S(=O)(=O)Nc2nc3ccccc3nc2Nc2ccc3ccccc3c2)cc1,-283,48*,-28,-27,4.6,34*,0.95,-20
CCNC(=S)Nc1cc2oc3ccccc3c2cc1OC,-146,-14,13,-1,1.6,7,1.1,2
CCCC(=O)Nc1nnc(CCc2ccccc2)s1,9,5,-2,0,-0.1,4,0.96,-14
CCOc1cc(C)c(Cl)cc1S(=O)(=O)n1nnc2ccccc21,-4,1,3,-1,0.7,1,1.1,-8
NC(=O)c1ccsc1NC(=O)CN1C(=O)C2CC=CCC2C1=O (stereo not drawn),8,-15,5,-1,0.2,4,0.99,-4
O=C(CN1C(=O)NC2(CCc3ccccc32)C1=O)c1ccc(F)cc1 (stereo not drawn),0,9,0,0,0.3,1,0.97,-8
COc1ccc(NC(=O)NNC(=O)c2ccccc2-n2cccc2)cc1OC,3,3,0,1,-1.8,-1,1,-4
CCOc1cc(Br)ccc1S(=O)(=O)N1CC(C)OC(C)C1 (stereo not drawn),15,-3,15,2,13,-6,0.89,-14
C=CCn1c(SCc2ccccc2C#N)nnc1-c1cc(Br)ccc1O,11,7,-16,2,-0.1,-6,1.2,4
COC(=O)c1sccc1NC(=O)CSc1ccccc1NC(=O)CNC(C)C,13,2,8,1,1.9,-1,1,4
COc1cccc(C(=O)Nc2c(C)n[nH]c2C)c1,11,3,-23,1,-0.8,1,0.99,0
CCN1CCC(n2nccc2NC(=O)c2ccccc2Cl)CC1,-2,-2,-5,1,-1.5,-2,0.91,0
CC(C)(C)c1ccc(OCC(=O)NNC(=O)Cc2cccs2)cc1,20,1,3,5,-2.1,0,0.91,-1
O=C(Cn1c(=O)sc2ccccc21)Nc1nc2c(s1)CCCC2,15,-6,0,3,-0.1,-7,1,-23
Cc1nnc(NC(=O)C2CC(=O)N(c3ccccc3)C2)s1 (stereo not drawn),-7,-4,-2,0,-0.6,2,1,-18
Cc1ccc(C2(C(F)(F)F)NC(=O)N3CCN=C3S2)cc1 (stereo not drawn),9,-10,-4,-2,0.7,0,0.92,-4
CCCC(=O)Nc1nn(CC(C)C)c2nc3cc(C)ccc3cc12,-278,5,-3,-22,1.9,1,1.3,-4
CC(C)n1cnnc1SCC(=O)Nc1cccnc1Cl,12,3,-5,-3,0.0,-1,1.1,-15
Cc1ccc(/C(O)=C2/C(=O)C(=O)N(CCCn3ccnc3)C2c2cccnc2)cc1 (stereo not drawn),15,0,7,0,0.3,-3,nt,nt
Cc1c(NC(=S)NC(=O)c2ccc(COc3ccccc3)cc2)cccc1C(=O)O,8,-6,-16,2,-0.3,1,1,0
Cc1cc(C(=O)Nc2ccc(Cl)cc2)c(C)n1-c1ccccc1,7,-1,98*,-14,13,-4,1,93*
C=CCOc1ccc(/C=N/NC(=O)C2CCCC2)cc1OCC,-4,-2,2,0,0.0,-2,1,-9

# The list continues:
SMILES,SENP8 block,ATG4B inhibitor,PfG6PD inh,SENP1 FRET inh,MPTP block,NR3A LBD binder,hIAP act,SENP6 inh
COc1cc(C)ccc1OCCCOc1ccccc1Br,34,-3,18,2,1.0,1,1.2,2
CC(Nc1ccccc1)c1ccncc1 (stereo not drawn),8,6,-12,2,-3.7,0,1,1
Cn1c(=O)c2c(nc(CN3CCC(C(N)=O)CC3)n2Cc2c(Cl)cccc2Cl)n(C)c1=O,27,-8,1,0,-0.2,2,0.97,-6
Cn1c(=O)c2c(nc(N3CCOCC3)n2CCc2ccccc2)n(C)c1=O,14,-5,-17,0,0.8,-1,1,-13
O=C(COc1ccc2ccc(=O)oc2c1)Nc1ccc2c(c1)OCCO2,-114,-3,-4,-5,1.8,2,0.96,-10
CCCCn1c(N)c(N(CC(C)C)C(=O)c2ccc([N+](=O)[O-])o2)c(=O)[nH]c1=O,-40,-7,11,-31,1.0,2,1,-6
CCOC(=O)c1ccc(NC(=O)CSc2nccn2C)cc1,-32,-17,6,-4,1.0,1,0.85,-9
CC(NC(=O)C1CCN(S(=O)(=O)c2ccccc2)CC1)c1ccccc1 (stereo not drawn),4,5,0,-5,0.0,0,1.1,-17
COc1ccc(C(CC(=O)N2CCOCC2)c2c(O)cc(OC)cc2OC)cc1 (stereo not drawn),19,2,-19,3,-0.6,-3,0.78,-4
O/N=C1\CCCC\C1=C/c1ccccc1,4,1,2,2,0.0,2,1.2,-4
Cc1ccccc1OCC(=O)OCC(=O)c1ccc(OCc2ccccc2)cc1,-2,-5,-3,-1,-1.2,25*,0.96,0
COC(=O)[C@]1(Cc2ccccc2)N[C@H](CN(C)S(=O)(=O)c2ccc(C(F)(F)F)cc2)[C@@H]2C(=O)N(Cc3ccccc3)C(=O)[C@@H]21,2,21,17,7,1.6,1,1.2,-33
Cc1cc(-n2c(C)cc(C(=O)CSc3nc4ccccc4c(=O)n3Cc3ccco3)c2C)no1,19,-5,26,-3,2.8,2,0.97,-2
O=C(CCl)NCc1c(Cl)cccc1-n1cccc1,14,6,-7,2,-1.4,-1,1.3,-2
CCOCCCNC1=C(Cl)C(=O)c2ccccc2C1=O,47*,2,-14,-1,3.6,-1,0.86,75*
COc1ccc(OCC(O)Cn2c(Nc3cccc(C)c3)nc3c2c(=O)n(C)c(=O)n3C)cc1 (stereo not drawn),5,-5,-9,1,2.1,-5,0.84,-15
COc1ccc(N2C(=O)C3CCCN3C2c2cccc(C)c2)cc1Cl (stereo not drawn),30,-6,7,1,-1.1,0,0.85,-23
CCC1(C)Cc2ccccc2C(Nc2c(C)n(C)n(-c3ccccc3)c2=O)=N1 (stereo not drawn),10,-1,-9,-1,5.8,0,0.98,-14
Cc1ccccc1-n1ncc2c1CC(C)(C)CC2NC(=O)CCN1Cc2ccccc2C1=O (stereo not drawn),2,-8,-4,-2,-1.5,-1,1.1,11
O=C(Nc1ccccc1F)C1CCN(C(=O)NCc2ccccc2)CC1,-3,-2,-8,-1,-1.8,1,0.96,-15

# Screening data: PubChem, Sanford-Burnham Center for Chemical Genomics
